Screening data (PubChem BioAssay)
M1AAP inhibition – malaria alanyl aminopeptidase activity blockers – biochemical, fluorogenic H-Leu-NHMec substrate, 1536-well (AID 1445); inhibition, % at 30 µM, or IC50 in µM where a hit was titrated; hit rate 0.42% among 220,000; recombinant M1AAP, H-Leu-NHMec fluorogenic kinetic assay; higher % means a stronger effect;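 active means primary inhibition above the hit cutoff, then over 50% inhibition at one or more dose response concentrations, cut at about 23% in these data, passing the limit was not always enough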;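 further: plate controls were DMSO full reaction for no effect and no enzyme background for full effect; strong numbers were not always called active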
UTI89 phage lysis – protection from phage-mediated lysis, alamar blue read-out – E. coli UTI89, K1F phage, bacterial capsule biogenesis inhibitors (AID 488966). E. coli UTI89 K1F phage lysis, alamar blue, 2 h; higher % means a stronger effect. inhibition, % at 100 µM, or IC50 in µM where a hit was titrated. hit rate 0.02% among 340,000;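 active means phage lysis inhibition, versus mean bacterial control, above a set limit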;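 further: capsule biogenesis inhibitors block K1F phage lysis so surviving cells raise fluorescence; higher fluorescence means more inhibition of phage lysis; actives were called in the ten point dose series up to 300 µM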
Insulin prom up – MIN6 insulin promoter up-regulation; MIN6 insulin promoter-GFP reporter, high-content imaging; stronger effect = higher value; hit rate 0.3% among 190,000; AID 1625; z-score at 5 µM;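 active means z-score above 3 at 5 µM with at least 500 cells counted in the well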
bCat nuc transl – modulators of beta-catenin nuclear translocation; HeLa beta-catenin nuclear translocation, immunofluorescence imaging; nuclear translocation activity, % at 5 µM; hit rate 0.3% among 190,000;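 active means nuclear translocation activity above 50% at 5 µM, with a well cell count of 50 or more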;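 further: per-cell ratio of nuclear to cytoplasmic median beta-catenin stain intensity; plate controls were DMSO negative control for no effect and GSK-3 inhibitor IX positive control for full effect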
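System: HeLa cells, endogenous beta-catenin; compound dosing: 5 µM primary single dose, 0.1% DMSO, 0.02–20 µM confirmation series; incubation: 24 h compound exposure at 37°C, 5% CO2; signal: beta-catenin immunofluorescence imaging with DAPI; evaluation: % activation, nuclear-to-cytoplasmic median beta-catenin signal ratio per cell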
Autophagy HCS – autophagy modulation, high-content screen; MEF GFP-LC3 puncta imaging; test concentration mostly 10 µM; AID 463193; calls only at 10 µM (by protocol); hit rate 0.98% among 190,000;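 active means percentage of spot-positive cells more than 3 SD above its plate mean, without a fluorescence outlier flag or 80% toxicity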;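 further: spot-positive cell cutoff set from DMSO-treated cells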
ER stress rescue – protection against thapsigargin-triggered cell killing – 384-well, CSM14.1, ATP luminescence, primary screen (AID 1222) | CSM14.1 thapsigargin-induced death rescue, ATP luminescence; higher % means a stronger effect | one-dose cellular ATP content (survival), % at 20 µM; EC50 in µM for titrated hits | 190,000 tested, under 10 active;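 active means EC50 below 50 µM in the dose-response confirmation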;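 further: death triggered by thapsigargin at about 15 µM added after 2 h compound pretreatment; cell ATP read after overnight thapsigargin exposure of roughly 18 to 22 hours; normalized against plate controls of thapsigargin alone and 5% DMSO vehicle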
MT stabilize HCS – microtubule stabilizers in HeLa cells | hit rate 0.83% among 200,000 | AID 2205 | % tubulin-high responders, % at 10 µM | HeLa tubulin immunostaining HCS, 24 h; share of cells brighter than vehicle mean+2SD;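 active means plate Z-score above 3 for both tubulin-high and condensed-nucleus cell shares, with cell loss under 80%, at 10 µM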;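 further: anti alpha tubulin signal scored within the nucleus-defined area of each cell; some results filed as inactive read as strong as hits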
Dynein cargo inh – blocks dynein driven cargo transport along microtubules; 3617.4 mouse cells, GR-EGFP nuclear translocation imaging; test concentration mostly 20 µM; stimulated with dexamethasone, 1 µM; stronger effect = lower value; z-score, hits read low; hit rate 0.47% among 220,000;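 active means plate z-score of nuclear minus cytoplasmic receptor signal below a set negative limit, without overly bright fluorescence or cell loss, cut at about -3.5 in these data, passing the limit was not always enough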;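 further: z-score of nuclear minus cytoplasmic ring GR-EGFP intensity difference per well; some compounds called inactive have numbers as strong as hits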
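Buffer or medium – tet-free medium with charcoal-stripped serum · Signal – automated 10x imaging of fixed Hoechst-stained cells · Also added – dexamethasone agonist, 1.0 µM final, for 30 min · Incubation – induction 48 h, compound 1 h, agonist 30 min · Read-out – GR-EGFP nuclear translocation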
P. falciparum M17LAP – P. falciparum M17LAP inhibitors, primary screen, biochemical, fluorogenic H-Leu-NHMec substrate, 1536-well (AID 1619). hit rate 0.38% among 220,000. recombinant M17LAP, H-Leu-NHMec fluorogenic kinetic assay; higher % means a stronger effect. one-dose inhibition, % at 30 µM; IC50 in µM for titrated hits;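 active means compound inhibiting the enzyme by more than half at any dose during confirmatory dose-response retesting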;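 further: plate controls were full reaction with DMSO carrier for no effect and no enzyme background for full effect; strong numbers were not always called active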
Dynein cargo inh cytoplasmic EGFP – also measured in Dynein cargo inh; calls as there; z-score; measured here: cytoplasmic GR-EGFP intensity; stronger effect = higher value
Dynein cargo inh nuclear GR-EGFP – second read-out of Dynein cargo inh, no call of its own (marks repeat the call); z-score; measured here: nuclear GR-EGFP intensity;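 lower value marks the stronger effect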
Dynein cargo inh cell count – also measured in Dynein cargo inh; calls as there; z-score; measured here: cell count per field
Insulin prom up cell count – further read-out of Insulin prom up, marked with its call; cell count; measured here: cytotoxicity, nuclei count;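 total cells summed across four imaged fields per well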
bCat nuc transl cell count 5 µM – second read-out of bCat nuc transl, no call of its own (marks repeat the call); cell count; measured here: cell count, cytotoxicity flag
MT stabilize HCS Hoechst-high % – also measured in MT stabilize HCS; calls as there; % Hoechst-high responders; measured here: nuclear condensation Hoechst responders;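 share of cells brighter than vehicle mean plus two SD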
MT stabilize HCS cytotoxicity % – further read-out of MT stabilize HCS, marked with its call; toxicity, %; measured here: cytotoxicity by cell density;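 0% = mean cell density of plate MIN control wells and 100% = no cells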
Autophagy HCS cell loss 18 h – further read-out of Autophagy HCS, marked with its call; toxicity, %; measured here: cell loss, nuclei count;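 cell loss after 18 h compound exposure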
Numbers without * were called inactive; i = inactive; . = no result given; [ ] = another dose, or the depositor's remark. Not a hit list; overall some 2.9% were active at least once.

SMILES	M1AAP inhibition	UTI89 phage lysis	Insulin prom up	Insulin prom up cell count	bCat nuc transl	bCat nuc transl cell count 5 µM	Autophagy HCS	Autophagy HCS cell loss 18 h	ER stress rescue	MT stabilize HCS	MT stabilize HCS Hoechst-high %	MT stabilize HCS cytotoxicity %	Dynein cargo inh	Dynein cargo inh cytoplasmic EGFP	Dynein cargo inh nuclear GR-EGFP	Dynein cargo inh cell count	P. falciparum M17LAP
COc1ccccc1NC(=O)NS(=O)(=O)c1ccc(C)cc1	-3%	0.0%	-0.95	811	0.1	1129	i	-10	-0.2%	1.4	2.1	8.4	0.029	-0.068	0.096	-0.28	-3%
Cc1cccc(-[n+]2c(C)cc(C)c3c(=O)[nH]c(=O)[nH]c32)c1	17%	0.1%	1.1	1489	-0.4	969	i	41	-1.7%	3.8	2.3	3.8	0.26	-0.14	0.027	-0.45	-193%
CCO[C@@H]1OC(C(=O)N2CCN(Cc3ccc4c(c3)OCO4)CC2)=C[C@H](c2csc3ccccc23)[C@H]1CCCO	-4%	-0.1%	0.19	1396	-1.0	1155	i	24	i	1.6	0.8	3.5	2.5	-0.25	1.6	-0.52	-3%
Cc1ccc(N(CC(=O)Nc2cccc(N(C)S(C)(=O)=O)c2)S(C)(=O)=O)cc1	12%	-0.4%	.	.	-4.4	1119	i	-21	-2.4%	0.9	1.0	4.4	2.9	-0.071	1.5	-1	-4%
CCCC(C1=C(O)CC(C)(C)CC1=O)C1C(=O)CC(C)(C)CC1=O (stereo unspecified)	8%	3.5%	1.9	1079	-2.0	523	i	11	-0.7%	3.2	2.3	4.5	-0.28	-0.2	-0.098	1.3	-13%
O=C(NCCc1ccccc1)C1CCN(Cc2ccccc2F)CC1	-4%	2.1%	0.02	1225	.	.	i	-2	-0.9%	2.3	2.2	7.7	-0.071	-0.28	-0.16	0.13	-3%
CCOc1ccc(C(=O)NCC(=O)OCC(=O)Nc2ccccc2OC)cc1	1%	3.1%	0	891	-0.1	1121	i	4	-3.9%	1.1	1.1	6.9	0.95	-0.18	0.84	-0.4	-6%
COCCNC(=S)c1ccc(OC)cc1	12%	0.4%	0.04	1747	-0.3	1119	i	2	-2.0%	2.4	3.1	4.9	3	-0.0055	2.1	-2.7	-4%
COc1ccc(/C=N/NC(=O)CN(C2=NS(=O)(=O)c3ccccc32)c2ccccc2)cc1OC	4%	-8.3%	-1.2	1458	0.0	1004	i	7	-2.7%	4.0	2.3	13	-0.0027	-0.19	0.16	0.64	5%
O=C(Oc1ccc(N(C(=O)c2ccncc2)S(=O)(=O)c2ccc(Cl)cc2)cc1)c1ccncc1	-5%	-0.2%	-0.37	1507	-0.2	1043	i	10	2.4%	1.8	1.3	2.5	-0.019	-0.31	-0.21	0.63	2%
Cc1ccccc1NS(=O)(=O)c1cccc(-c2nnc(-c3ccccc3)o2)c1	2%	0.6%	0.02	1359	-3.4	1004	i	-7	-0.2%	4.3	2.3	5.8	-0.36	-0.2	0.016	0.093	3%
CCc1ccc2oc(=O)cc(CN3CCCCC3C)c2c1 (stereo unspecified)	-5%	-0.2%	.	.	-1.5	878	i	2	0.6%	5.0	3.5	2.2	-0.58	-0.28	-0.28	0.65	12%
CCOc1ccc(C(=O)Nc2ccccc2C#N)cc1[N+](=O)[O-]	1%	1.0%[50 µM]	-0.1	1214	0.4	515	i	-13	-8.4%	2.2	2.7	4.0	-0.18	-0.26	0.037	0.69	-4%
CCn1nc(C)cc1C(=O)N1CCCC(C(=O)c2ccc3ccccc3c2)C1 (stereo unspecified)	-2%	0.1%	-0.24	1411	-0.5	1091	i	32	-0.2%	3.7	0.8	4.9	1.7	-0.24	0.71	-0.9	-4%
CC(C)NC(=O)CCCn1cc([N+](=O)[O-])cn1	-3%	0.4%	0.18	1614	-4.6	1117	i	-7	-0.6%	2.5	1.7	2.7	-0.84	-0.2	-0.57	1.2	12%
O=C(Nc1ccccc1)N1N=C(c2cccs2)CC1c1cccs1 (stereo unspecified)	3%	1.3%	-0.15	1390	-3.8	964	i	2	18%	3.4	1.5	8.3	0.28	-0.27	0.21	1.2	15%
CCOc1cc(/C=N/NC(=O)NN(C)c2ncc(C(F)(F)F)cc2Cl)ccc1O	6%	-1.3%	-0.22	1225	-1.1	1041	i	8	-0.5%	5.5	2.5	9.0	0.8	-0.28	0.65	-0.45	1%
NC(=O)CC1C(=O)N(c2ccc(F)cc2)C(=O)N1NC(=O)CCc1ccccc1 (stereo unspecified)	-14%	0.1%	0.14	1435	0.1	1475	i	-6	-1.3%	3.9	2.3	2.2	-0.23	-0.33	0.38	0.87	-4%
O=C(NC(NC(=S)Nc1cc(Cl)ccc1Cl)C(Cl)(Cl)Cl)c1ccco1 (stereo unspecified)	8%	6.0%	-0.23	1645	0.0	1316	i	-6	-5.0%	0.9	1.0	8.8	-0.11	-0.1	0.17	-0.12	0%
COc1ccccc1NC(=O)CSc1nnc(CSc2nc(C)cc(C)n2)o1	8%	-0.4%	-0.3	1579	0.7	1537	i	1	0.4%	4.4	1.2	6.2	-0.63	-0.33	-0.19	0.87	-16%
NC(=O)C1CCN(C(=O)COc2cccc3cccnc23)CC1	.	-0.1%	-0.24	1673	2.9	995	i	0	-0.3%	2.9	2.0	7.6	-0.15	-0.13	0.43	-0.17	.
COC(=O)c1cc(C(=O)c2cc(Br)ccc2O)coc1=N	6%	-3.8%	-0.25	1212	1.5	1089	i	-51	-1.5%	4.6	2.0	8.2	2.7	-0.14	1.7	-1.6	-2%
COc1ccc(-c2csc(/C(C#N)=C\c3cccc([N+](=O)[O-])c3)n2)cc1	8%	.	0.2	1391	1.1	1036	i	1	-0.8%	7.7	8.7	11	-1.7	2.2	0.028	0.21	-3%
c1ccc(CSC2=NCCS2)cc1	6%	-0.4%	.	.	3.6	503	i	-35	-1.2%	2.5	2.8	17	-0.87	-0.2	-0.35	0.89	1%
Cc1cccc(N2CCN(C(=O)c3cc4ccccc4oc3=O)CC2)c1C	8%	0.7%	.	.	-1.6	1157	.	.	.	4.6	3.5	6.7	-1.1	-0.059	-0.57	0.44	-5%
CCOC(=O)c1nnn(-c2nonc2N)c1-c1ccc(F)cc1	8%	-0.3%	0.04	980	-3.2	1125	i	7	-0.2%	3.1	2.6	5.1	0.5	0.18	0.076	0.24	1%
CC(C)CCc1noc(CN2CCC(CCN3CCCC3=O)CC2)n1	0%	0.2%	-0.41	1419	-2.1	911	i	44	-1.1%	3.7	0.8	5.1	2.3	-0.17	1.7	-1.7	-2%
CC(=O)c1c(COC(=O)c2cccc(C)c2)nc2ccccc2[n+]1[O-]	1%	0.3%	-0.09	1160	0.5	1339	.	.	.	.	.	.	0.46	-0.21	0.44	-0.64	-3%
Nc1nc(SCC(=O)NCC2CCCO2)n[nH]1 (stereo unspecified)	4%	-0.7%	-0.44	1320	0.5	1010	i	11	-2.4%	2.6	2.0	6.2	1.8	0.12	0.8	-0.54	-1%
CCOC(=O)C1CCCN(C2CC(=O)N(c3cccc(C(F)(F)F)c3)C2=O)C1 (stereo unspecified)	-6%	1.5%	-0.94	1794	-1.7	1254	i	-3	-1.1%	1.4	2.0	17	-0.36	-0.22	0.18	0.12	5%
Fc1ccc(-c2nnc(-c3ccc(Cl)cc3Cl)o2)cc1	7%	-1.0%	0.02	1231	-5.3	1125	.	.	-1.3%	6.3	2.0	4.6	-0.19	-0.11	0.22	-0.29	-1%
NC(=O)Nc1ccc(Oc2ncc(C(F)(F)F)cc2Cl)cc1	12%	0.9%	-0.35	1215	2.0	1112	i	-6	0.1%	2.7	2.6	7.2	-0.66	-0.18	-0.45	-0.14	2%
CN(C)CC/C=C1/c2ccccc2Sc2ccc(Cl)cc21	3%	4.2%	-0.12	1271	-0.3	1262	.	.	.	.	.	.	-0.16	-0.21	-0.34	-0.015	1%
COc1ccc(-c2cc(-c3nnc(COC(=O)c4ccncc4)o3)c3ccccc3n2)cc1OC	1%	0.0%	.	.	-4.1	1097	i	-8	-1.7%	3.6	3.0	3.2	0.079	0.8	0.34	-0.054	11%
C=CCOc1ccc(CN(C)CC(=O)Nc2ccccc2[N+](=O)[O-])cc1	2%	-7.9%	0.52	1199	1.5	1048	i	-9	0.8%	4.1	1.8	6.4	1	-0.32	0.78	-0.6	-2%
CCS(=O)(=O)N1CCCC(C(=O)NC2CCCC2)C1 (stereo unspecified)	5%	-0.2%	0.09	1488	2.8	1339	i	46	-2.0%	4.4	3.5	15	-0.32	6.4	0.84	-0.65	-9%
Cn1ncc(Cl)c1C(=O)N/N=C/c1cccc(OC2CSC2)c1	-5%	0.2%[50 µM]	0	1131	1.3	545	i	9	-0.5%	2.1	1.7	2.2	0.096	-0.31	-0.37	0.16	-7%
